# IDH1 R132H inh – human IDH1 R132H inhibition | Potency, µM (series often up to 76.6 µM), for inactives: at the highest dose activity change, negative = inhibition, usual class: inhibitors | 390,000 compounds, 0.093% hits | IDH1-R132H enzyme, NADPH consumption, diaphorase/resazurin fluorescence | AID 602179 | O75874; also: potency is read from the fitted curve at half-maximal effect; % is scaled to controls: 0 for no effect and ±100 for the full control effect; nearly all actives have a fitted effect of over 65% in size
# Target sequence (O75874 whole entry R132H, stated change not applied): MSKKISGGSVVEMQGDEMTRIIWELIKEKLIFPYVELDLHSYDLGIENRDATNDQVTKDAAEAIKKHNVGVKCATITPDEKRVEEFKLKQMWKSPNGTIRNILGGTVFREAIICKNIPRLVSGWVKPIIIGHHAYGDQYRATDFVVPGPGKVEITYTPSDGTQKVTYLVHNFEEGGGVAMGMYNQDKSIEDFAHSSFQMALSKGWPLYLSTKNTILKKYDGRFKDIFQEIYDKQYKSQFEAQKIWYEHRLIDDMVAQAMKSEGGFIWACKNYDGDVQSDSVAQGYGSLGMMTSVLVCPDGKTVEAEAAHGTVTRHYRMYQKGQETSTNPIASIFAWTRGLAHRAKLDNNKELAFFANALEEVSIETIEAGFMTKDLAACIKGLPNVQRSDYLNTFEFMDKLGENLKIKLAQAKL
#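 IDH1-R132H (0.5 ug/mL) preincubated 30 min with compound, then NADPH (0.016 mM) and alpha-KG (2 mM) added; 80 min at RT, pH 7.5. Remaining NADPH coupled via diaphorase/resazurin to fluorescence (540/590 nm); concentration-response curves normalized to no-enzyme control.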
# Vif-APOBEC3F blk – inhibitors of Vif-A3F interaction; HeLa A3F-eYFP + Vif (tagged APOBEC3F with the HIV-1 protein that degrades it), YFP fluorescence increase; Potency, µM (highest dose often 46.1 µM), inactives show top-dose activity, negative = active; 390,000 compounds, 0.2% hits; AID 602313; also: potency is read from the fitted curve at half-maximal effect; % of control where 0% means no effect; nearly all actives have a fitted effect of over 65% in size
#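 HeLa cells stably expressing Vif plus C-terminally eYFP-tagged A3F were seeded, incubated overnight at 37 deg C, dosed with compound, incubated overnight again at 37 deg C. Yellow fluorescence (Ex 488/Em 500-530) reported blocked Vif-mediated A3F-eYFP degradation.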
# Glioma ERSR ind – induces the endoplasmic reticulum stress response in human glioma cells | U87-MG GRP78 promoter luciferase reporter, 16 h | Potency, µM, without a hit: top-dose activation, usual class: activators | 420,000 compounds, 0.02% hits; also: potency is read from the fitted curve at half-maximal effect; series mostly up to about 76 µM; % of control where 0% means no effect; nearly all actives have a fitted effect of over 35% in size
#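 Stably transfected U87-MG glioma cells carrying a GRP78-based luciferase sensor; 16 h compound incubation. Luminescence end-point read 10 min after Bright-Glo addition at room temperature.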
# LDHA inh – LDHA (human) enzyme inhibition; 480,000 compounds, 0.15% hits; purified LDHA, NADH/diaphorase-resazurin fluorescence; active compounds read low; AID 1347041; P00338; activity change, % (values are at about 110 or 230 µM); in the data active = activity change below about -30%; inconclusive = mostly about -25% to -30%;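 also: plate controls were DMSO wells for no effect and wells without enzyme for full effect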
#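 Human LDH5 at 2 nM final in Tris HCl pH 7.4 with 0.06 mM NADH and 0.2 mM pyruvate, reacted 5 minutes at room temperature. Remaining NADH coupled via diaphorase/resazurin; resorufin fluorescence read at 0 and 20 minutes, normalized to enzyme-free and DMSO wells.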
# TrxR1 substrate – substrates of rat thioredoxin reductase 1; purified TrxR1 substrate turnover, NADPH consumption readout; Potency, µM (highest dose often 114 µM), for the others: at the top dose activity change, negative = substrate turnover; 390,000 compounds, 0.01% hits; AID 588456; also: potency is read from the fitted curve at half-maximal effect; % is scaled to controls: 0 for no effect and ±100 for the full control effect; nearly all actives have a fitted effect of over 50% in size
#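 Rat TrxR1, dispensed at 90 nM, was prereduced with 400 uM NADPH (final) for 5 min at ~22 deg C, then incubated with compound 15 min before 400 uM selenite. A first-read NADPH fluorescence drop versus no-compound background flagged substrates.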
# Vif-APOBEC3G blk – blocks the Vif interaction with human APOBEC3G; Potency, µM (top dose mostly 46.1 µM), for inactives: at the highest dose activity, negative = active, hits mostly inhibitors; AID 602310; Q9HC16; HeLa A3G-eYFP + Vif (tagged APOBEC3G with the HIV-1 protein that degrades it), YFP fluorescence, overnight; 410,000 compounds, 0.076% hits;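 also: potency is read from the fitted curve at half-maximal effect; % is scaled to controls: 0 for no effect and ±100 for the full control effect; nearly all actives have a fitted effect of over 60% in size; hits raise eYFP signal because A3G escapes Vif-driven loss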
# Target sequence (Q9HC16 whole entry, looked up): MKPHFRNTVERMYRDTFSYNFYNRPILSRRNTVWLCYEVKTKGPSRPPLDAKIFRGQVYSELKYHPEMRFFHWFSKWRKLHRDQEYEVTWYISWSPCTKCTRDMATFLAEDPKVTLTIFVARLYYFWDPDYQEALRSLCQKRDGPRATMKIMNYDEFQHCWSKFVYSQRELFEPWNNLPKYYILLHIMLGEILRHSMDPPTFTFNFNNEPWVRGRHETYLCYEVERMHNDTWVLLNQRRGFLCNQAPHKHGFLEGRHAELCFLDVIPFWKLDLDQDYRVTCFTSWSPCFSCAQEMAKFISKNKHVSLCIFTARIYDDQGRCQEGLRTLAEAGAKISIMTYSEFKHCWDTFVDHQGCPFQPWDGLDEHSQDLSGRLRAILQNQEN
#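 Read-out is eYFP fluorescence (Ex 488/Em 500-530) from Vif-expressing HeLa A3G-eYFP cells; more signal means A3G escaped Vif-mediated degradation. Cells plated overnight, compound pinned in, incubated overnight at 37 deg C.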
# rTrxR1 inhibitor – rat TrxR1 inhibition. O89049. Potency, µM (doses to about 114 µM), for the others: at the highest dose activity change, negative = inhibition, most hits filed as inhibitors. AID 588453. recombinant rTrxR1, NADPH fluorescence consumption, selenite substrate. 390,000 compounds, 1% hits; also: potency is read from the fitted curve at half-maximal effect; % is scaled to controls: 0 for no effect and ±100 for the full control effect; nearly all actives have a fitted effect of over 65% in size
#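 Rat TrxR1 (90 nM in the dispensed reagent) was pre-reduced with 400 uM NADPH for 5 min at room temperature, then incubated with compound for 15 min. After 400 uM selenite was added, NADPH fluorescence (Ex 340/Em 450 nm) was followed for 8 min.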
# RGS4 inhibitor – blocks human RGS4-accelerated GTP hydrolysis; 390,000 compounds, 0.039% hits; Transcreener GDP fluorescence polarization, RGS4-accelerated GTP hydrolysis; P49798; Potency, µM (series often up to 114 µM), inactives show at the top dose activity change, negative = inhibition, usual class: inhibitors; also: potency is read from the fitted curve at half-maximal effect; % is scaled to controls: 0 for no effect and ±100 for the full control effect; nearly all actives have a fitted effect of over 75% in size; some results filed as inactive show a strong effect at the top dose
# Target sequence (P49798 whole entry, looked up): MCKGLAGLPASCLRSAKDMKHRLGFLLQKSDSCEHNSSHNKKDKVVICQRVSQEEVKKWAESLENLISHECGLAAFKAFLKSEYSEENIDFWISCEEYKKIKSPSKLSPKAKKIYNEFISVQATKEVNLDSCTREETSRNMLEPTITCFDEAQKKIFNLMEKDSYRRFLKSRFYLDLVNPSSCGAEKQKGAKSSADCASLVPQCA
#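 MLSMR compounds (23 nl, pin-transferred) preincubated 10 min at room temperature with a 500nM (2x) first reagent, then RGS4 at 900nM (2x) plus Transcreener GDP mix added; fluorescence polarization (620/688 nm) read before and after 90 min at 30 °C.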
# USP1-UAF1 inh – blocks the human USP1/UAF1 deubiquitinase complex; 390,000 compounds, 0.23% hits; recombinant USP1/UAF1, Ub-Rhodamine cleavage fluorescence; Potency, µM (highest dose often 57.1 µM), inactives show at the top dose activity change, negative = inhibition, hits mostly inhibitors; O94782; also: potency is read from the fitted curve at half-maximal effect; % is scaled to controls: 0 for no effect and ±100 for the full control effect; nearly all actives have a fitted effect of over 60% in size; inactives centre near -12
#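 1 nM enzyme complex + cpd, 15 min RT; start with Ub-Rho 150nM final; kinetic fluorescence ex 480/em 540, 6 reads q60 s. Buffer 50mM HEPES pH 7.8, 0.5mM EDTA, 0.1 mg/ml BSA, 1mM TCEP, 0.01% Tween-20.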
# * hit, by the source's call; u = inconclusive; x = no result given; & = joins results of further samples; [ ] = another dose, or the depositor's remark. Unless noted, calls follow the shape of the dose curve; as a rule, active = well fitted curve in the direction sought with a large enough effect; inconclusive = small, poorly fitted or top-dose-only effect, or another doubt; inactive = no such curve, though single readings can be large; an effect the other way counts as inactive or inconclusive.
SMILES	IDH1 R132H inh	Vif-APOBEC3F blk	Glioma ERSR ind	LDHA inh	TrxR1 substrate	Vif-APOBEC3G blk	rTrxR1 inhibitor	RGS4 inhibitor	USP1-UAF1 inh
CC(C)OCCCNC(=O)c1cn(C)c2ccc(S(=O)(=O)N(C)C3CCCCC3)cc2c1=O	6%&-14%	0%&2%	-6%&-1%	2&-1	-7%&1%	2%&-3%	13%&21%	11%&-17%	-15%&-15%
CCc1ccc(CNC(=O)C(=O)NCCc2ccc(OC)c(OC)c2)cc1	0%	-2%	-1%	-4	11%[57.1 µM]	-14%	6%[57.1 µM]	-15%	-14%
O=C(Cn1cnc2c(OCc3ccccc3)ncnc21)NCCc1c[nH]c2ccccc12	-4%	4%	-1%	-12	-9%	-3%	-6%	3%	-5%
COc1ccc(-c2ccoc2)cc1C1C2C=CCC(C)C2C(=O)N1Cc1ccccc1 (stereo unspecified)	x	x	-4%	x	12%	u	u	-50%	x
CCN(CC)c1nc2n(c(=S)n1)CCS2	-1%	-4%	-2%	-2	8%[57.1 µM]	2%	47%[57.1 µM]	7%	-9%
COc1cccc(C=CC(=O)C=CC=Cc2ccccc2)c1	0%	u	4%	-7	-7%	-9%	-6%	10%	u
CCCCN(CC)C(=O)c1nn(C)c2c1CSc1ccccc1-2	8%	0%	-1%	0	1%	2%	u	-33%	1%
CCOC(=O)c1c(C)[nH]c(C(=O)CSc2nnc(Nc3ccccc3F)s2)c1C	1%	8%	-1%	-7	-7%	-1%	15%[0.0914 µM]	-6%	-10%
CCOC(=O)C1CCCN(Cc2c(Cl)cccc2Cl)C1 (stereo unspecified)	-2%	-7%	-5%	-14	-11%	1%	-12%	-3%	-2%
CCN(Cc1ccccc1)CC(O)COC(c1ccc(OC)cc1)c1ccc(OC)cc1 (stereo unspecified)	5%	-16%	-3%	2	-10%	0%	7%	-10%	-9%
Cc1cc(NC(=O)CNC(=O)C2CCCCC2)no1	4%	0%	-2%	-8	7%	2%	17%	-12%	-18%
CCCn1nnnc1NCc1ccc(SC)cc1	-1%	-5%	-4%	0	-2%	0%	12%	16%	-11%
CCOc1ccc(CNC(=O)CCn2c(=O)c3cccn3c3cccnc32)cc1	-13%	-4%	-2%	-8	-7%	1%	8%	-9%	11%
CCc1ccccc1N1C(=O)C2C3CC(=O)C(c4ccccc43)C2C1=O (stereo unspecified)	-6%	5%	-3%	-19	-5%	1%	9%	7%[11.4 µM]	-6%
CCc1ccc(S(=O)(=O)c2cn(C)c3cc(F)c(F)cc3c2=O)cc1	0%	-4%	-2%	-7&1	-6%	2%	0%	6%	-19%
c1ccc2c(c1)ccc1[nH]c3c(c12)CCCC3	-3%	-9%	4%	10	37%[activator]	u	-23%	u	-21%
CCOc1ccc(NC(=O)c2cc(C)nc3ccccc23)cc1	3%	6%	-4%	-1	1%	-3%	11%	1%	-18%
CCCN1CCN(CCCNC(=S)Nc2ccc3nc(N4CCN(CC)CC4)cc(C)c3c2)CC1	-7%	-20%	-1%	-1	-2%	7%	-35%	-28%	-8%
CSc1sc(-c2ccnc(SCCS(C)(=O)=O)n2)c(-c2ccccc2)c1C#N	3%	-3%	0%	-2	94%[activator]	3%	53%[activator]	-10%	-14%
COc1ccc(CNC(=O)/C=C/C(=O)O)cc1	-11%	2%	-5%	-1	0%	1%	18%	16%	-16%
CNCCOc1ccccc1OC(C)C	13%	-3%	-3%	-19	5%[57.1 µM]	1%	-6%[57.1 µM]	8%	-7%
Cc1ccc(N2CCN(C(=O)c3cnc(N4CCCCC4)c4ccccc34)CC2)c(C)c1	-16%	-5%	-3%	7&4	2%[57.1 µM]	6%	33%[57.1 µM]	-6%	-18%
COc1ccc(Nc2nc(N)nc(CSc3nnc(C)s3)n2)cc1	7%	1%	4%	-5	15%[57.1 µM]	-5%	10%[57.1 µM]	18%	0%
CCC(=Cc1ccccc1O)c1ccncc1	5%	3%	0%	-6	-7%[57.1 µM]	5%	-3%	7%	-29%
C=CCOc1c(Br)cc(C2NC(=O)NC(C)=C2C(C)=O)cc1OCC (stereo unspecified)	0%	-2%	-2%	3	3%	-1%	23%	7%	-10%
CC(=O)Nc1ccc(C(=O)NCCCSc2ccccc2)cc1	-6%	1%	0%	-7	4%	-7%	12%	14%	-16%
CSc1ccc(/C=C/C(=O)NC(=O)c2ccccc2O)cc1	-6%	-5%	-3%	-3	-2%	0%	6%	-49%	u
Cc1sc2nc3ccc(N4CCCC4)nn3c(=O)c2c1C	11%	-7%	2%	2	25%	4%	-7%	-30%	-22%
CCOC(=O)c1c(O)cc(C)[nH]c1=O	-3%	2%	-2%	1	-1%	2%	9%	-5%	-13%
CCCNc1c(N)n(-c2ccccc2)c(=O)[nH]c1=O	5%	-18%	1%	-10	18%[57.1 µM]	-1%	3%[57.1 µM]	-4%	-23%
OCc1nc2ccccc2n1CCCCOc1ccccc1	8%	-12%	0%	3	0%	1%	11%	14%	-11%
C[C@H]1CN([C@@H](C)CO)C(=O)CCCn2nncc2CO[C@H]1CN(C)C(=O)NC1CCCCC1	-4%	-1%	-5%	-2	x	2%	x	x	-23%
CC(=O)c1ccc(NC(=O)C(C)N2CCN(C/C=C/c3ccccc3)CC2)cc1 (stereo unspecified)	-1%	0%	2%	-15	-2%[57.1 µM]	0%	6%[57.1 µM]	7%	-5%
C#C[C@]1(O)CCC2C3CCC4=CC(=O)CC[C@@H]4C3CC[C@@]21C (stereo partly specified)	-6%	-6%	0%	-4	3%	-6%	10%	3%	u
Cc1cn(S(=O)(=O)c2cc(Br)ccc2Br)cn1	4%	-8%	-1%	-1	-10%	1%	-15%	u	-2%
COc1ccccc1OCCC(=O)OCC(=O)Nc1ccc2c(c1)OCCO2	-3%	-1%	-2%	1	5%	0%	31%[activator]	-7%	-26%
Cc1nn(Cc2ccc(F)cc2)c(C)c1NC(=O)c1cc(-c2ccc3c(c2)OCO3)on1	0%	0%	-2%	-3	-9%	-1%	16%	6%	-5%
CCOc1ccc(C(=O)NCCn2cc(SCC(=O)NCCc3ccc(OC)c(OC)c3)c3ccccc32)cc1	-15%	-2%	-1%	-9	-2%	-3%	13%	-16%	-22%
CN(C1CCCCC1)S(=O)(=O)c1ccc(-c2ccccn2)s1	-4%	14%	-3%	-8	5%[11.4 µM]	-4%	7%[11.4 µM]	-2%	-10%
O=C(NN1CCOCC1)c1ccc(Cl)cc1[N+](=O)[O-]	-12%	0%	-2%	0	-7%	1%	-21%	18%	-8%
O=C(COc1ccc(-c2nnco2)cc1)NC1CCS(=O)(=O)C1 (stereo unspecified)	-1%	-3%	-4%	1	10%	0%	28%	3%	-12%
COc1cc(NC(=O)c2cc(Br)cc(C)c2OC)ccc1NC(=O)C(C)C	-9%	2%	-4%	-6	12%	1%	12%	-8%	-14%
COc1cccc(NC(=O)CSc2nnc(Cn3c(=O)sc4ccccc43)n2C)c1	11%	2%	-4%	-3	6%	2%	32%	-13%	-26%
COc1cccc(CN2C(=O)c3ccccc3S2(=O)=O)c1	6%	-6%	0%	-2	-5%[57.1 µM]	-1%	-1%[57.1 µM]	-35%	-5%
O=C(N/N=C/C(Cl)=C/c1ccc([N+](=O)[O-])cc1)C(=O)Nc1ccccc1C(=O)O	1%	0%	-2%	-9	-2%	-5%	-15%	-31%	-9%
COc1ccc2nc(NC(=O)Cn3cnc4ccccc4c3=O)sc2c1	-5%	1%	0%	-3	9%	1%	37%	-23%	-8%
NC(=O)CC[C@@H]1NC(=O)[C@H](CO)NC(=O)c2cc([N+](=O)[O-])cc(I)c2OCC[C@@H](C(N)=O)NC1=O	3%	3%	-2%	1	0%	-4%	0%	6%	-24%
COc1ccccc1-c1c(-c2ccc(O)cc2O)n[nH]c1C(F)(F)F	-7%	-4%	-4%	-6	-8%	4%	-11%	8%	-16%
COC(=O)c1cn(Cc2cc(OC)ccc2OC)cc(F)c1=O	1%	-3%	-5%	-4	9%[57.1 µM]	3%	10%[57.1 µM]	7%	-19%
O=C(Nc1nc(-c2ccccc2)cs1)Nc1ccc(F)cc1F	4%	0%	2%	-3	-6%[57.1 µM]	-2%	11%	-12%	-19%
CCCCOC(=O)CNc1nnc(SCC(=O)OCC)[nH]c1=O	4%	-12%	-15%	-1	13%[57.1 µM]	u	11µM*	u	-22%
CC(C)[N+]1(C)[C@@H]2CC[C@H]1CC(OC(=O)C(CO)c1ccccc1)C2 (stereo partly specified)	-6%&-2%&-2%	2%&2%&6%	-1%&2%&1%&-3%	-7&-7&-7	1%&9%&5%	1%&0%&-3%	25%&32%&9%	-18%&37%&5%	-19%&4%&-24%

# Source: PubChem (National Center for Advancing Translational Sciences (NCATS))

# Only part of the results is shown; rates above refer to the full screens.
